Assay outcomes as filed in PubChem BioAssay.
SKBR3 24h inh: SK-BR-3 proliferation inhibitors, primary screen, cell-based, human, 24 h; viability, % at 10 µM; AID 847, 2007; SK-BR-3 viability, CellTiter-Glo ATP luminescence; stronger effect = lower value; 41,000 compounds, 0.47% hits;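 active = viability at or below the median of all test compounds minus 3 SD, in both replicates if run twice, cut at about 45% in these data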;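 also: 100% = median untreated cell wells and 0% = median positive control drug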
An asterisk follows results filed as active. A portion of the library; count on the stated rates, not on these rows.

SMILES	SKBR3 24h inh
COCCOC(=O)c1c(C)oc2ccc(OC(=O)c3c(OC)cccc3OC)cc12	106.2
Cc1csc(SCCn2c(Br)nc3c2c(=O)[nH]c(=O)n3C)n1	92.8
Cc1nn(C(=O)CCCC(=O)n2nc(C)c(Cl)c2C)c(C)c1Cl	99.6
CC(=O)OC1CCC(OC(C)=O)c2c1n([O-])c(C)c(C)[n+]2=O (stereo not given)	98.8
O=C1NC2C(NC(=O)N2C2CCCCC2)N1C1CCCCC1 (stereo not given)	80.0
COC(=O)C1=C(C)NC2=C(C(=O)CC(c3cccs3)C2)C1c1ccsc1 (stereo not given)	70.7
CC(C)CCNc1nc2c(c(=O)n(Cc3cccc(F)c3)c(=O)n2C)n1C	93.8
Cc1nc(NC2=NCN(Cc3ccccc3)CN2)nc2ccccc12	79.0
C/C=C(\C)c1nnc(NC(=O)c2ccco2)s1	105.6
CC1CCCCN1C(=O)c1ccccc1NC(=O)c1ccco1 (stereo not given)	69.8
CCn1c(SCc2ccc(C#N)cc2)nnc1-c1ccc(S(=O)(=O)N2CCCCC2)cc1	87.2
CCNC(=O)C1CN(S(=O)(=O)c2ccccc2)CCN1S(=O)(=O)c1ccccc1 (stereo not given)	100.5
CSc1nc2sc3c(c2c(=O)n1C)CCCC3	85.3
COC(=O)Cn1cc(C(=O)c2ccco2)c2ccccc21	62.1
CC(C)Cn1c(N2CCN(C(=O)c3cccs3)CC2)nc2ccccc21	84.2
CC(=O)c1c(C)nc(C)nc1NC(=O)Cc1ccccc1	100.4
O=C(Nc1ccc(Cl)cc1F)c1ccc(COc2c(F)c(F)c(F)c(F)c2F)o1	83.1
O=C(N1CCOCC1)N1CCN(C(=O)N(c2ccccc2)c2ccccc2)CC1	81.2
Cc1ccc(S(=O)(=O)Nc2ccc(S(=O)(=O)Nc3ncccn3)cc2)cc1	93.0
O=C(c1ccco1)N1CCN(C(=O)c2cccc3c2C(=O)N(C2CCCCC2)C3)CC1	89.4

Rewritten bar-delimited: part of the list above
Molecule | SKBR3 24h inh
CC1CCCCN1C(=O)c1ccccc1NC(=O)c1ccco1 (stereo not given) | 69.8
COC(=O)Cn1cc(C(=O)c2ccco2)c2ccccc21 | 62.1
Cc1nc(NC2=NCN(Cc3ccccc3)CN2)nc2ccccc12 | 79.0
CCNC(=O)C1CN(S(=O)(=O)c2ccccc2)CCN1S(=O)(=O)c1ccccc1 (stereo not given) | 100.5
CC(=O)OC1CCC(OC(C)=O)c2c1n([O-])c(C)c(C)[n+]2=O (stereo not given) | 98.8
O=C(N1CCOCC1)N1CCN(C(=O)N(c2ccccc2)c2ccccc2)CC1 | 81.2

Going on with the list:
SMILES	SKBR3 24h inh
O=C(Cc1c(C(=O)O)[nH]c2ccccc12)NC1CCN(Cc2ccccc2)CC1	103.8
CCOC(=O)N1CC=C2C(C#N)=C(N)C(C#N)(C#N)[C@H](c3ccsc3)[C@H]2C1	120.1
CCOc1ccc(-c2nnc(-c3cccs3)o2)cc1OCC	87.7
O=c1[nH]cnc2[nH]ncc12	79.4
Cn1c(=O)c2c(nc(N3CCCCC3)n2CCSc2nc3ccccc3s2)n(C)c1=O	91.5
Cc1ccc(OCC(=O)Nc2nnn(C)n2)c(C)c1	96.2
O=C(CNC(=O)c1ccccc1F)NC1CC1	61.5
COc1ccc(N=C2C(=O)Nc3ccccc32)cc1	102.5
O=C(O)CSCCn1cccn1	67.9
CCOC(=O)c1ccccc1NC(=O)Nc1ccc(OC)c(OC)c1	106.2
C=CCn1c(SCC(=O)Nc2nc3ccccc3s2)nnc1-c1ccccc1O	99.1
O=C(Nc1ccc2c(c1)OCO2)c1cnc2n(c1=O)CCS2	70.5
CCn1c(N)c(C(=O)NCc2ccc3c(c2)OCO3)sc1=S	66.2
O=C(NCC1CCCO1)c1cccc(N2CCCC2=O)c1 (stereo not given)	88.9
O=C(c1cccs1)N1CCN(C2CCN(Cc3ccccc3)CC2)CC1	98.7
CC(=O)C1=C(O)C(=O)N(CCC(=O)O)C1c1cccc(F)c1 (stereo not given)	90.6
O=c1[nH]c(N2CCc3ccccc32)nc2c1CCCC2	91.9
Cc1nc(C)c(C(=O)C2=C(O)C(=O)N(CCN3CCOCC3)C2c2ccco2)s1 (stereo not given)	96.3
CCOC(=O)C1CCN(C(=O)CCn2c(=O)[nH]c3ccsc3c2=O)CC1	103.3
CCC(=O)Nc1c(C)c(CC)nc2ccccc12	91.2
Cn1c(N)c(C(=O)NCc2ccccc2Cl)sc1=S	91.1
CCOC(=O)C1(Cc2ccc(O)cc2)NC(c2ccco2)C2C(=O)N(c3ccccc3F)C(=O)C21 (stereo not given)	97.4
OC1(c2cccc(C(F)(F)F)c2)CCN(c2ncnc3c2[nH]c2ccc(F)cc23)CC1	124.8
Cc1ccc(C(=O)CSC2=C(C#N)C(c3ccco3)C3=C(CC(C)(C)CC3=O)N2)cc1 (stereo not given)	101.2
CCCCC(=O)C1CCN(Cc2ccccc2)CC1	93.7
Cc1cccc(NC(=O)COc2nsnc2N2CCOCC2)c1	63.1
Cc1ccc(NC(=O)CSc2nnc(C3CCCCC3)n2N)cc1F	100.0
CCOC(=O)CNC(=O)C(CO)NC(=O)OCc1ccccc1 (stereo not given)	86.7
CCNc1nc(NC(C)C)nc(N(C#N)Cc2ccccc2)n1	122.7
COc1ccc(CN2CC(C(=O)NCCCN3CCOCC3)CC2=O)cc1 (stereo not given)	83.5
Cc1ccc(C(=O)C2=C(O)C(=O)N(CCN3CCOCC3)C2c2ccccn2)o1 (stereo not given)	87.6
CSc1nsc(SCc2ccc(F)cc2)n1	92.4
O=C(c1ccc(=O)oc1)N1CCOCC1	92.3
Cc1cc(O)c(C(C)C)cc1NC1=NS(=O)(=O)c2ccccc21	79.8
CC12COC3(C(=O)Nc4cccnc4)CC1CCC32C (stereo not given)	102.0
CC(C)C(=O)N(Cc1cc2ccccc2[nH]c1=O)C(C)C	95.3
O=C1COc2ccc(OCc3ccc(F)cc3)cc21	87.8
Cn1c(=O)c2c(nc(SCCN3CCOCC3)n2Cc2ccccc2)n(C)c1=O	96.3
Cc1ccc2c(c1)nnn2C1CCN(C(=O)C2CCCCC2)CC1	73.8
COc1ccc(C(c2nnnn2Cc2cccs2)N2CCN(c3ccc(F)cc3)CC2)cc1OC (stereo not given)	102.1
O=C(CCCn1c(=O)c2sccc2n(CC(=O)NCc2ccco2)c1=O)NCc1ccco1	80.6
O=c1cc(CN2CCC3(CC2)OCCO3)c2c(ccc3ccccc32)o1	109.8
CC(=O)Nc1ccc2nc(-c3ccccn3)[nH]c2c1	134.3
N#Cc1cc2c(nc1SCc1nc3ccccc3[nH]1)CCC2	106.3
COc1ccc(C2C3=C(Nc4ncnn42)c2ccccc2CC3)cc1OC (stereo not given)	78.2
N#CC1=C(N)Oc2cc(N)ccc2C1C1CC=CCC1 (stereo not given)	109.1
CCOc1cc(C(=O)NCCOC)ccc1OC	114.3
CCOC(=O)C(NC(C)=O)(Nc1ccc(F)cc1)C(F)(F)F (stereo not given)	89.8
CC1Oc2ccccc2N(CC(=O)N(Cc2ccccc2)Cc2ccccn2)C1=O (stereo not given)	71.5
c1ccc2c(c1)OCC(c1nnc3sc(-c4cnccn4)nn13)O2 (stereo not given)	89.3
COC(=O)N(C)CCCC1(C)C(=O)N(C)c2ccc(O)cc21 (stereo not given)	99.8
CCCCCSc1nncc(=O)[nH]1	92.0
CCc1c(C)c(C#N)c2nc3ccccc3n2c1N(C)C	77.5
CCC(C(=O)NCc1ccco1)N(C(=O)CNS(=O)(=O)c1ccc(C)cc1)c1ccccc1OC (stereo not given)	94.6
O=C(O)c1ccccc1S(=O)(=O)NCC(O)COC1CCCCC1 (stereo not given)	90.9
COc1cccc(C2=CC(c3cccc(OC)c3OC)n3nnnc3N2)c1 (stereo not given)	69.6
CC(CCc1ccccc1)NCC(O)c1ccc(O)c(C(N)=O)c1 (stereo not given)	108.1
Cc1cc2nc3c(nc2cc1C)C1(C(=O)O)CCC3(C)C1(C)C (stereo not given)	95.6
CCOC(=O)c1c(NC(=O)CSc2nc3c(c(=O)n(C)c(=O)n3C)n2CC)sc(C)c1C	43.9*
COC(=O)CNC(=O)CCCCC(=O)NCC(=O)OC	89.7

Next section:
SMILES	SKBR3 24h inh
Cc1cc2c(cc1C)-c1nnnn1C(C)(C)C2	91.2
CN(Cc1ccccc1)c1nc2c(c(=O)[nH]c(=O)n2C)n1Cc1ccccc1	86.7
CCOc1ccc2c(O)csc2c1	84.3
COc1ccc(OC)c(N2C(=O)CC(Cc3ccc(C)cc3)C2=O)c1 (stereo not given)	82.2
C=CCOC(=O)Nc1c(C(=O)OC)[nH]c2ccc(Cl)cc12	85.4
CC1(C)CC(=O)c2cc(OCC(=O)NCCCN3CCN(c4ccccc4F)CC3)ccc2O1	80.0
Cc1cc(OCCSc2nnc(-c3cccs3)n2C)ccc1Cl	92.7
CC(C)(C)n1nc2c(c1NC(=O)c1ccc(Br)o1)CS(=O)C2 (stereo not given)	95.3
CC(C)NC(=O)c1ccccc1NC(=O)CCS(=O)(=O)Cc1ccccc1	121.2
Nc1nc(NC(=O)c2cccnc2)nn1-c1ccccc1	127.8
CCOc1cc(CN2CCOCC2)cc(C(C)=O)c1	87.8
Cc1ccc(SCC(=O)NCCN2C(=O)CSC2=O)c(C)c1	86.4
Cc1ccc(Nc2nc(N)nc(CN3CCN(Cc4ccc5c(c4)OCO5)CC3)n2)cc1Cl	55.8
COc1cc(C(=O)N2CCN(C(=O)CC(C)C)CC2)cc(OC)c1OC	117.0
Cc1ccc(-n2c(N)c(-c3nc4ccccc4n3C)sc2=S)cc1	68.5
COc1ccc(C2C/C(=N\O)C(C)(C)O2)cc1 (stereo not given)	90.2
CC(=O)n1c2ccccc2c2c1c1ccccc1n2C	105.8
CSc1nc(Oc2ccc(=O)[nH]n2)nc(N(C)C)n1	85.7
Cc1ccc(O)c(NC(=O)c2cccc(S(=O)(=O)N3CCCCC3)c2)c1	78.1
COc1ccc(C2C(C#N)=C(N)Oc3n[nH]c(C)c32)cc1CSc1ccccn1 (stereo not given)	89.9
Clc1ccccc1-c1nc(-c2cccnc2)no1	98.4
O=C(NCc1ccccc1F)C1CCCN1C(=O)NCc1ccccc1 (stereo not given)	72.5
O=C1NC(=S)SC1=C1CCCCCC1	88.9
Cn1c2c(c(=O)n(C)c1=O)CN(Cc1ccco1)CN2	83.8
c1coc(-c2nnc3sc(-c4cccs4)nn23)c1	152.2
COc1ccc(CNC(=O)CCc2nc(-c3ccccc3F)no2)c(OC)c1	84.9
COc1ccc(OC)c2c(C)cc(N3CCN(C(=O)c4ccc(F)cc4)CC3)nc12	89.1
COc1ccc(C2CC(C(F)(F)F)n3nc(C(=O)O)cc3N2)cc1OC (stereo not given)	101.6
O=C1c2ccccc2C(=O)N1CCCOc1ccccc1	100.6
O=S(=O)(c1ccc2c(c1)OCCO2)N1CCC(n2nnc3cc(C(F)(F)F)ccc32)CC1	98.8
CC(Oc1ccccc1)C(=O)OCC(=O)NC(=O)NCc1ccco1 (stereo not given)	45.4
CCCCCC/C(=N/O)c1ccccn1	82.3
CCCCC(CC)CNC(=O)CCS(=O)(=O)c1cccc2nsnc12 (stereo not given)	81.2
COc1ccc(C(=O)C2CCN(S(=O)(=O)c3ccc4c(c3)OCCO4)CC2)cc1	92.3
Nc1ccn(-c2ccccc2)c(=O)c1	98.4
COc1cccc(-c2cc(C(=O)N3CCN(Cc4ccccc4)CC3)no2)c1	65.9
Cc1ccc(OCc2ccc(C(=O)N3CCOCC3)cc2)cc1C	100.0
COc1ccc(C)cc1NC(=O)CSc1nnc(-c2cc3cccc(OC)c3o2)n1N	82.2
O=C(Nc1ccc(CN2CCOCC2)cc1)c1cc2ccccc2o1	58.4
COCCn1c(=O)[nH]c2cc(C(=O)N3CCN(Cc4ccc5c(c4)OCO5)CC3)ccc2c1=O	108.1
CN(C)S(=O)(=O)N1CCc2ccccc21	86.4
Cc1cc(C)nc(Sc2c(C)nn(-c3ccccc3)c2C)n1	88.7
Cc1ccc(CNC(=O)c2ccc(NS(=O)(=O)c3c(C)noc3C)cc2)cc1	76.1
CCN1CCN(CCNC(=O)c2cn(C(C)c3ccccc3F)nn2)CC1 (stereo not given)	89.1
O=C(c1ccco1)N1CCCC(c2ccccc2)C1 (stereo not given)	88.3
COc1ccccc1CNC(=O)C1CC(=O)N(c2ccc(C)c(C)c2)C1 (stereo not given)	100.4
CC1=C(C(=O)OC(C)C)C(c2ccc(Br)s2)NC(=O)N1C (stereo not given)	83.0
Cc1ccc(CSc2nnc(-c3ccco3)n2N)cc1	102.6
C=C(C)COc1ccc(-c2[nH]ncc2Oc2cccc(OC)c2)c(O)c1	86.9
Cc1ccc2c(c1)nnn2C1CCN(S(=O)(=O)c2ccc(C(=O)N3C(C)CCCC3C)cc2)CC1 (stereo not given)	108.5
O=C(NCc1ccccc1)c1noc2c1CCCC2	94.8
CCOc1cc(C2c3c(n[nH]c3C)C(=O)N2c2ccc(Br)cc2)ccc1O (stereo not given)	36.8*
CN1CCc2c(sc3c2C(=O)NC(c2cccs2)N3)C1 (stereo not given)	76.5
O=C(CCCn1c(=S)[nH]c2ccccc2c1=O)NCc1ccco1	81.5
O=C(CCNS(=O)(=O)c1ccc(Cl)cc1)N1CCC2(O)CCCCC2C1 (stereo not given)	80.7
COc1cccc(C(c2nnnn2Cc2ccco2)N2CCN(c3cccc(C)c3C)CC2)c1OC (stereo not given)	110.6
CC(NC(=O)c1ccnc(C(C)(C)C)c1)c1ccccc1 (stereo not given)	98.6
COc1ccc(S(=O)(=O)c2ccc(OC)c(OC)c2)cc1OC	84.2
CCOC(=O)CCn1c(=O)c2c(nc(Br)n2Cc2ccccc2)n(C)c1=O	109.6

Entries shown so far that have a Cl atom, in the order listed:
SMILES	SKBR3 24h inh
Cc1nn(C(=O)CCCC(=O)n2nc(C)c(Cl)c2C)c(C)c1Cl	99.6
O=C(Nc1ccc(Cl)cc1F)c1ccc(COc2c(F)c(F)c(F)c(F)c2F)o1	83.1
Cn1c(N)c(C(=O)NCc2ccccc2Cl)sc1=S	91.1
C=CCOC(=O)Nc1c(C(=O)OC)[nH]c2ccc(Cl)cc12	85.4
Cc1cc(OCCSc2nnc(-c3cccs3)n2C)ccc1Cl	92.7
Cc1ccc(Nc2nc(N)nc(CN3CCN(Cc4ccc5c(c4)OCO5)CC3)n2)cc1Cl	55.8
Clc1ccccc1-c1nc(-c2cccnc2)no1	98.4
O=C(CCNS(=O)(=O)c1ccc(Cl)cc1)N1CCC2(O)CCCCC2C1 (stereo not given)	80.7
